# High-throughput results from PubChem.
# EPAC1 antag: qHTS for Antagonist of cAMP-regulated guanine nucleotide exchange factor 3 (EPAC1): primary screen | Rap guanine nucleotide exchange factor 3 (Homo sapiens), O95398 | 360,000 compounds, 0.14% hits | AID 720709, 2013 | Potency, µM (titrated, usually from 115 µM), for the others: top-dose activity change, negative = inhibition, hits mostly inhibitors | EPAC1 GEF assay, Rap1b-BODIPY-GDP exchange fluorescence;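 note: potency is the fitted concentration of half-maximal effect; plate controls were vehicle for no effect and positive control for full effect; nearly all actives have a fitted effect of over 50% in size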
# IL2 activator: qHTS of IL-2 Activators; activation, % (series mostly up to about 46 µM); IL-2 activation reporter assay, cell-based qHTS; stimulated with anti-CD3/CD4/CD28 beads; in transgenic mouse T cells; 360,000 compounds, 0.065% hits; in the data active = activation above about 50%; inconclusive = mostly about 30% to 49%; note: 0% is about no effect
#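 Unstimulated transgenic mouse T cells, 750 per well, received compound and, after 60 minutes, anti-CD3/anti-CD4 bead plus anti-CD28 stimulation. EGFP and DsRed were quantified after 18 hours.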
# Abeta yeast res: qHTS for compounds that reverse cellular toxicity of Amyloid beta (A-beta) peptide in yeast: Primary Screen | yeast expressing A-beta42, growth rescue, OD600, 48 h; response scale: 0% DMSO, 100% iron-clioquinol control | Potency, µM (series often up to 46.1 µM), for the others: at the top dose growth rescue, usual class: activators | 410,000 compounds, 0.063% hits | AID 1347071, 2019; note: potency is the fitted concentration of half-maximal effect; nearly all actives have a fitted effect of over 55% in size
#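 Growth rescue measured by 600 nm absorbance after 48 h yeast culture at 30 C with compound. Values normalized between DMSO and an equimolar ferric chloride plus clioquinol control.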
# FUS yeast rescue: qHTS for Suppressors of FUS Proteinopathy: Primary screen using FUS-linked yeast assay | 390,000 compounds, 0.24% hits | Potency, µM (doses to about 76.6 µM), inactives show at the highest dose growth rescue (activation), usual class: activators | AID 1347120, 2019 | S. cerevisiae FUS-expressing, growth rescue, OD600, 24 h;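 note: potency is the fitted concentration of half-maximal effect; plate controls were DMSO vehicle for no effect and reference control for full effect; nearly all actives have a fitted effect of over 55% in size; some results filed as inactive show a strong effect at the top dose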
#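 FUS-expressing yeast, raffinose-pregrown, induced in 2% galactose minimal medium at OD 0.005; compounds in a dilution series, 24hr at 30C. Growth restoration read as absorbance at 600 nm. CP55940 positive control, DMSO negative.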
# WRN helicase inh: qHTS for Inhibitors of WRN Helicase. WRN helicase unwinding, fluorescent forked duplex, kinetic. 360,000 compounds, 0.46% hits. Potency, µM (top dose mostly 114 µM), inactives show at the highest dose activity change, negative = inhibition, most hits filed as inhibitors; note: potency is the fitted concentration of half-maximal effect; % is set by controls: 0 for no effect and ±100 for the full control effect; nearly all actives have a fitted effect of over 55% in size
# Target sequence (Q14191 whole entry, looked up): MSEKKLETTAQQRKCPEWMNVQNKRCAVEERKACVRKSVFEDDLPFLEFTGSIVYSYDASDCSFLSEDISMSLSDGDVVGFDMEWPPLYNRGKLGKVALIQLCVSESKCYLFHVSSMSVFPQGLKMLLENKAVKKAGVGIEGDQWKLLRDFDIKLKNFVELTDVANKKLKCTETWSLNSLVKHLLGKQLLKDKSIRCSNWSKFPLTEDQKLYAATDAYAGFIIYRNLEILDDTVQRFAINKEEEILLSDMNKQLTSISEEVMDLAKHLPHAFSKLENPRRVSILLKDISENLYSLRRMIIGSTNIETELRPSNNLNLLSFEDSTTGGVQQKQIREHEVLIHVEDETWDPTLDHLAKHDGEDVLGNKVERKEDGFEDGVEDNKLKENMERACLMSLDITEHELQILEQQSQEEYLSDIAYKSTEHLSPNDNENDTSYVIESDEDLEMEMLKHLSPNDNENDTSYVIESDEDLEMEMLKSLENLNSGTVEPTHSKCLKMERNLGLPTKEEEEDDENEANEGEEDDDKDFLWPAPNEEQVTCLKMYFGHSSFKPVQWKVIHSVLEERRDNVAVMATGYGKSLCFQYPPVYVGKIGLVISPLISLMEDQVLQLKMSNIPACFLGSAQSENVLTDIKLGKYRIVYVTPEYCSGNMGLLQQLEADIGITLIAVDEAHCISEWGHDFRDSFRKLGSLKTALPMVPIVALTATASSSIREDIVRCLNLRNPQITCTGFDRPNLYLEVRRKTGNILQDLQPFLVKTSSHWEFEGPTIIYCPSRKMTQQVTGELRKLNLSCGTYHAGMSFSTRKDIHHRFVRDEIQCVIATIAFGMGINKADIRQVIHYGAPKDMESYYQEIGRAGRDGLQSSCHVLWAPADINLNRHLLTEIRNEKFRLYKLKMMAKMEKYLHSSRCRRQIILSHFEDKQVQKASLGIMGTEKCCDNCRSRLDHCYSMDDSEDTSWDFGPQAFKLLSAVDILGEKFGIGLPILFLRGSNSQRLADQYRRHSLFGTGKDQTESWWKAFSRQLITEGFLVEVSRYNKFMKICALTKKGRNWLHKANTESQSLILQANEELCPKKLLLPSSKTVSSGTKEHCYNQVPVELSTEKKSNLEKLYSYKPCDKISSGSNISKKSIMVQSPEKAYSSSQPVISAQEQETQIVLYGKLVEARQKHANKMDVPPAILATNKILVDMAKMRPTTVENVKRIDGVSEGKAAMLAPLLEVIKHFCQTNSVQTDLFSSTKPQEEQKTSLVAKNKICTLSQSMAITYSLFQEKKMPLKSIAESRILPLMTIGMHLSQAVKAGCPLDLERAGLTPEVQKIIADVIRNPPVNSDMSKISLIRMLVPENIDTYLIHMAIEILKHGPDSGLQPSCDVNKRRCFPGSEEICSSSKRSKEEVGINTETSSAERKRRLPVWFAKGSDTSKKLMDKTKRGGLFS
#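 Screening of the MLSMR collection measured strand separation of a quenched forked DNA duplex (100 nM) by 20 nM WRN with 2 mM ATP, all final. Compounds were preincubated with enzyme 15 min at room temperature.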
# EPAC1 agonist: qHTS for Agonist of cAMP-regulated guanine nucleotide exchange factor 3 (EPAC1): primary screen | Rap guanine nucleotide exchange factor 3 (Homo sapiens), O95398 | EPAC1 agonist qHTS, biochemical assay; response scale: 100% = response to 6.5 mM cAMP | Potency, µM (highest dose often 154 µM), inactives show top-dose activation, hits mostly activators | 360,000 compounds, 0.073% hits; note: potency is the fitted concentration of half-maximal effect; nearly all actives have a fitted effect of over 60% in size
#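 EPAC1 100 nM, Rap1B–BODIPY-GDP 250 nM, unlabeled GDP 50 uM; compound titration; 5 min RT; kinetic read ex480/em540 at 5-min intervals ×30 min; data normalized to 6.5 mM cAMP agonist control.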
# aSyn yeast inh: qHTS of alpha-syn Inhibitors. Potency, µM (doses to about 46.1 µM), without a hit: at the highest dose growth rescue (activation), actives largely listed as activators. Yeast expressing alpha-synuclein, growth rescue, BacTiter-Glo, 24 h. 370,000 compounds, 0.14% hits. AID 652106, 2013; note: potency is the fitted concentration of half-maximal effect; % of control where 0% means no effect; nearly all actives have a fitted effect of over 65% in size
#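 Screening used galactose-induced yeast with toxic alpha-synuclein levels, exposed to compound for 24 hr at 30 deg C. Cell growth, read with BacTiter-Glo luminescence, gave the measured signal.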
# PLK1 PBD inh: qHTS for Inhibitors of PLK1-PDB (polo-like kinase 1 - polo-box domain): Primary Screen | Serine/threonine-protein kinase PLK1 (Homo sapiens), P53350 | Plk1 PBD binding of FITC phosphopeptide, fluorescence polarization | Potency, µM, without a hit: max response, negative = inhibition, usual class: inhibitors | 360,000 compounds, 2.8% hits | AID 720504, 2013; note: potency is the fitted concentration of half-maximal effect; series mostly up to about 57 µM; % is set by controls: 0 for no effect and ±100 for the full control effect; nearly all actives have a fitted effect of over 65% in size
# PI5P4K alpha inh: qHTS for Inhibitors of phosphatidylinositol 5-phosphate 4-kinase (PI5P4K). PI5P4Kalpha enzyme, ADP-Glo luminescence, 60 min; hits give low values. max response, %. 330,000 compounds, 1.2% hits. AID 652105, 2013; active = max response of -50% or lower; inconclusive = between -30% and -50%; inactive = -30% or higher; note: value at the top dose of about 77 µM; % is set by controls: 0 for no effect and ±100 for the full control effect
#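 Reactions run in 0.038 M HEPES pH 7.4, 0.28 mM EGTA, 0.1% CHAPS and 5% DMSO, with PI5P4Kalpha, substrate, compound and 5 microM ATP final, one hour at room temperature. Readout is ADP-Glo luminescence.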
# Starred values were filed as active, the others as inactive; u = inconclusive; x = no result given; [ ] = another dose, or the depositor's remark. Unless noted, calls come from the whole dose curve; as a rule, active = well fitted curve in the direction sought with a large enough effect; inconclusive = small, poorly fitted or top-dose-only effect, or another doubt; inactive = no such curve, though single readings can be large; an effect the other way counts as inactive or inconclusive.
SMILES,EPAC1 antag,IL2 activator,Abeta yeast res,FUS yeast rescue,WRN helicase inh,EPAC1 agonist,aSyn yeast inh,PLK1 PBD inh,PI5P4K alpha inh
COc1ccc(-c2noc(CN(C(=O)c3cccs3)C(C)C)n2)cc1,1.0%,-1.9,-20.7%,u,-15.4%,8.5%,5.5%,1.7%,x
CCOC(=O)C(C)CC(C)C(=O)N1CCOCCOCCN(C(=O)C(C)CC(C)C(=O)OCC)CCOCC1 (stereo not given),-7.0%,-2.8,8.6%,31.3%,5.2%,-0.7%,-3.7%,-12.2%,3.6
COc1cccc(/C=C/C(=O)OCC(=O)Nc2ccc(Cl)c(S(=O)(=O)N(C)C)c2)c1OC,u,1.4,-5.9%,31.1%,-1.4%,8.4%,0.6%,-16.2%,-0.1
COc1ccccc1NC(=O)CSc1nnc(C)n1CCc1ccccc1,4.1%,-0.3,-0.4%,25.3%,9.0%,-1.2%,-8.7%,-2.7%,x
Cc1c(NS(=O)(=O)c2cccc([N+](=O)[O-])c2)c(=O)n(-c2ccccc2)n1C,-10.9%,-7.6,-13.8%,29.4%,-3.0%,-2.0%,-5.4%,-14.7%,-1.9
COc1ccc(-c2coc3c(C(=O)NC(C)C)cccc23)c(C)c1,-21.1%,0.0,-35.8%,34.9%,-11.8%,11.5%,1.9%,-1.6%,-1.2
COC(=O)[C@@]12C[C@@H](CC(=O)NCc3ccc(C)o3)C(=O)N(Cc3ccc4c(c3)OCO4)C1=CCC(C)(C)C2,-17.3%,-0.3,4.0%,u,-11.7%,3.2%,-1.7%,-11.7%,-9.7
CCN=C1SC(C(=O)Nc2ccccc2)CC(=O)N1CC (stereo not given),10.8%,-0.5,17.0%,-4.0%,3.5%,2.2%,4.3%,2.7%,x
CC(=O)NCCNc1nc2cc(-c3ccccc3CO)sc2c(=O)n1C,12.3%,-0.4,-34.7%,-31.2%,1.9%,-1.4%,u,5.2%,0.3
CC(C)(Oc1ccc(Cl)cc1)C(=O)NC1=NN(c2ccccc2)C(=O)C1,-29.2%,-2.0,0.0%,39.1%,-22.4%,4.4%,-48.4%[inhibitor],-23.8%,0.5

# Retrieved by structure from the list above, 4 records:
SMILES,EPAC1 antag,IL2 activator,Abeta yeast res,FUS yeast rescue,WRN helicase inh,EPAC1 agonist,aSyn yeast inh,PLK1 PBD inh,PI5P4K alpha inh
COc1ccc(-c2noc(CN(C(=O)c3cccs3)C(C)C)n2)cc1,1.0%,-1.9,-20.7%,u,-15.4%,8.5%,5.5%,1.7%,x
COc1ccccc1NC(=O)CSc1nnc(C)n1CCc1ccccc1,4.1%,-0.3,-0.4%,25.3%,9.0%,-1.2%,-8.7%,-2.7%,x
Cc1c(NS(=O)(=O)c2cccc([N+](=O)[O-])c2)c(=O)n(-c2ccccc2)n1C,-10.9%,-7.6,-13.8%,29.4%,-3.0%,-2.0%,-5.4%,-14.7%,-1.9
CC(C)(Oc1ccc(Cl)cc1)C(=O)NC1=NN(c2ccccc2)C(=O)C1,-29.2%,-2.0,0.0%,39.1%,-22.4%,4.4%,-48.4%[inhibitor],-23.8%,0.5

# Further results follow:
SMILES,EPAC1 antag,IL2 activator,Abeta yeast res,FUS yeast rescue,WRN helicase inh,EPAC1 agonist,aSyn yeast inh,PLK1 PBD inh,PI5P4K alpha inh
O=C(NC(=O)N1CCSCC1)c1c(Cl)cccc1Cl,5.5%,1.3,4.2%,-3.0%,4.7%,3.6%,2.4%,-0.7%,2.6
O=S(=O)(NCCNc1ncc(C(F)(F)F)cc1Cl)C(F)(F)F,-4.2%,-1.4,-37.4%[inhibitor],-2.7%,-16.9%[57.1 µM],-6.5%,-47.6%[inhibitor],-0.2%,7.0
CCC(C)NS(=O)(=O)c1ccc(NS(=O)(=O)c2ccc(F)cc2)cc1 (stereo not given),-12.0%,-0.3,-4.9%,-6.1%,-7.1%,6.2%,0.0%,-0.8%,x
Cc1ccc2nc(CCc3nc4ccc(C)cc4o3)oc2c1,-1.5%,-1.4,-8.1%,18.6%,6.5%,-0.4%,7.9%,5.97µM*,-28.8
CCOC(=O)CCN(C(=O)Nc1ccccc1)C1CCCCC1,-6.2%,1.8,0.5%,-3.3%,-24.2%,11.4%,7.2%,1.9%,0.1
CC1CCCCC12NC(=O)N(CC(=O)NC1CCCc3ccccc31)C2=O (stereo not given),2.0%,0.1,-22.3%,x,-22.5%,-11.3%,0.0%,-5.7%,u
Cc1ccc(-c2nnn(CC(=O)N(c3ccc4c(c3)OCCO4)C(C(=O)NCC3CCCO3)c3ccc(F)cc3)n2)o1 (stereo not given),-18.1%,-0.6,-6.4%,25.0%,0.8%,-2.5%,-0.5%,-19.8%,4.4
O=[N+]([O-])c1nn(-c2ccc3c(c2)OCCO3)n(O)c1=NC1CCCC1,10.2%,-3.2,12.1%,16.0%,-2.3%,-4.6%,-0.3%,-6.3%,0.0
Cc1nn(C2CCS(=O)(=O)C2)c(C)c1CN(C)C(=O)c1ccc(Cl)cc1 (stereo not given),-11.4%,-0.3,0.8%,-11.0%,0.8%,4.8%,1.2%,-11.7%,0.6
CCOC(=O)C(NC(C)=O)(OCc1ccccc1)C(F)(F)F (stereo not given),3.9%,0.3,5.8%,x,-17.2%,2.3%,7.3%,0.2%,18.5
Nn1c(SCc2ccccc2F)nnc1-c1ccccn1,-12.4%,2.0,5.9%,4.9%,4.9%,-0.1%,-7.4%,-22.1%,1.3
COc1ccc(CNC(=O)c2cccnc2)cc1,2.3%,3.1,-4.5%,-15.3%,2.3%,-0.4%,-2.1%,-4.3%,4.7
CC(C)(C)n1ncc2c(=O)n(Cc3ccccc3Br)cnc21,-6.1%,-5.1,-28.0%,10.5%,x,8.3%,x,x,x
Cc1cc(NC(=O)CSCC(=O)Nc2cc(Cl)ccc2N2CCN(C)CC2)no1,-11.6%,1.5,1.2%,0.7%,-1.9%,6.1%,-0.9%,-8.3%,-2.1
CCc1ccc(NCc2nc(-c3ccccc3)no2)cc1,-6.5%,-4.8,5.7%,x,0.5%,7.4%,0.6%,-10.5%,-2.5
Fc1cccc(NC(=S)N2CCn3cccc3C2c2cccnc2)c1 (stereo not given),4.0%,-1.6,2.1%,1.2%,-1.5%,7.5%,0.5%,-8.4%,0.4
CCOc1ccccc1NC(=O)Nc1ccsc1C(=O)OC,-13.9%,-2.5,-17.4%,20.9%,3.1%,-7.5%,-1.8%,3.3%,3.9
Cc1cc(CNC(=O)C2(C(F)(F)F)C/C(=C\CCO)CCCO2)nn1C (stereo not given),-4.1%,-0.6,-0.7%,-21.0%,-1.1%,0.0%,3.4%,-5.3%,10.7
CN1C(=O)c2ccc(NC(=O)c3c(C(=O)O)cccc3[N+](=O)[O-])cc2C1=O,20.5%,-1.7,-10.6%,-25.1%,-1.1%,2.2%,10.0%,-14.3%,-3.8
Cc1occc1-c1nnc(SCC(=O)N2CCCCC2)o1,7.7%,-0.6,-11.7%,21.8%,-4.4%,-15.2%,2.1%,-3.6%,-0.6
CC(=O)c1cccc(NC(=O)C2C3C=CC(C3=C(c3ccccc3)c3ccccc3)C2C(=O)O)c1 (stereo not given),-15.4%,-1.9,-3.7%,-1.2%,5.7%,1.4%,-21.2%,33.6µM*,-1.2
CCCNC(=O)C12CCC(C)(C(=O)O1)C2(C)C (stereo not given),-23.4%,0.1,-5.7%,-21.0%,4.2%,5.3%,-7.9%,-6.6%,-7.7
CCOC(=O)C1CCN(C(=O)CCc2nnc3ccc(N4CCN(C)CC4)nn23)CC1,-7.8%,-2.9,-15.8%,-1.7%,-2.0%,-14.8%,4.1%,u,-9.2
Cc1ccc(C(=O)Nc2ccccc2C(=O)O)cc1S(=O)(=O)NCc1ccccc1,3.7%,-0.3,6.9%,1.3%,0.3%,6.4%,-2.9%,-7.5%,-28.1
Cn1c(SCC(N)=O)nnc1-c1cnccn1,u,-0.8,-3.9%,-5.8%,0.3%,9.4%,0.4%,-6.1%,1.8
CN1OC[C@@H]2CN(Cc3ccccc3)[C@H](c3cccc(N4CCOCC4)c3)C[C@@H]21,-17.0%,-0.2,-8.0%,-16.6%,-6.0%,-10.5%,1.4%,-7.3%,0.1
O=CN/C=C/c1cc(O)ccc1O,-10.2%,-0.7,-23.0%,-13.1%,-33.7%,-17.5%,1.5%,u,-64.4*
O=C(Cn1c(NCCO)nc2ccccc21)c1ccc(F)cc1,-4.5%,-0.2,-4.9%,-6.1%,4.3%,2.1%,9.5%,1.0%,-1.5
CC(=O)NCC(=O)NC(Cc1ccccc1)C(N)=O (stereo not given),-4.0%,-0.1,-7.9%,-15.4%,7.5%,-4.8%,0.2%,-7.7%,-6.0
CCOc1ccccc1-n1c(SCC(=O)NC(C)(C)C)nnc1-c1ccoc1C,5.5%,-1.4,-2.9%,24.4%,10.0%,-4.6%,-10.7%,-2.3%,-6.9
COC(=O)[C@]1(C)N[C@H](c2ccc(-c3ccc(Cl)c(Cl)c3)c(OC)c2)[C@@H]2C(=O)N(C)C(=O)[C@@H]21,-18.1%,-0.9,1.2%,u,0.1%,-12.0%,13.8%,-22.0%,-2.6
COc1ccc(S(=O)(=O)N2CCOC2CNC(=O)C(=O)NCCc2c[nH]c3ccccc23)cc1 (stereo not given),3.4%,-4.1,4.5%,u,-8.7%,-5.0%,4.3%,-6.2%,-9.7
CCN(CC)c1ccc(/C=C2/SC(=O)N(C(C)C)C2=O)o1,11.4%,4.3,-35.1%[inhibitor],15.4%,-20.9%,-6.9%,-69.1%[inhibitor],55.4%[activator],-2.3
